High-throughput results (PubChem)
GDH-TPI counter = counter-screen for M. tuberculosis FBA inhibitors: GDH-TPI coupled enzymes. GDH-TPI coupled enzyme counterscreen, NADH absorbance. inhibition, % at 4.8 µM. actives 1.2% (n = 360,000). AID 588335;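 also: 0% = DMSO wells and 100% = wells lacking the enzyme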
Mtb FBA inh = inhibits M. tuberculosis FBA enzyme; inhibition, % at 1 µM; P9WQA3; actives 2.3% (n = 360,000); purified M. tuberculosis FBA, fluorescence read-out; in the data active = inhibition above about 27%;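 also: 0% = vehicle and 100% = reference inhibitor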
Target sequence (P9WQA3 whole entry, looked up): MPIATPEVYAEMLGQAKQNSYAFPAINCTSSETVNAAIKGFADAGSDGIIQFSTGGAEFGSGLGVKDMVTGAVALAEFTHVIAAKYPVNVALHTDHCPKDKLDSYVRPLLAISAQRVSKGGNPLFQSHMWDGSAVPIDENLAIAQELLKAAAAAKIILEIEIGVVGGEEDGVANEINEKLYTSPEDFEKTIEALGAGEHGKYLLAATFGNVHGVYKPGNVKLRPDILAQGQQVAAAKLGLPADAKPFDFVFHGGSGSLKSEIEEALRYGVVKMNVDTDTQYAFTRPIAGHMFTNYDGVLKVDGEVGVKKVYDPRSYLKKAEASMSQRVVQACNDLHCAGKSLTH
FadD28 binding = inhibitors of Mycobacterium tuberculosis FadD28 bisubstrate binding; FadD28 bisubstrate probe binding, fluorescence polarization; inhibition, % at 12.5 µM; actives 0.22% (n = 360,000); in the data active = inhibition above about 8.5%, passing the limit was not always enough; inconclusive = no clear call, values can overlap the other calls
PrPC TRFRET = inhibitors of human cell surface prion protein PrPC. P04156. TR-FRET read-out. inhibition, % at 13.8 µM. actives 0.43% (n = 370,000). AID 720596; in the data active = inhibition above about 24%; also: 0% = median of the test wells and 100% = reference compound wells
CCHF vOTU inh = CCHFV vOTU protease inhibition; AID 651958; inhibition, % at 11.5 µM; Pep-AMC fluorescence; actives 0.55% (n = 370,000); also: 0% = vehicle wells with enzyme and 100% = no enzyme wells
BoNT F protease = BoNT F light chain protease inhibition; Multiplex microsphere protease cleavage assay, flow cytometry; inhibition, % at 10 µM; actives 0.22% (n = 360,000); AID 588497; in the data active = inhibition above about 35%, passing the limit was not always enough; inconclusive = no clear call, values can overlap the other calls; also: plate controls were buffer without enzyme for full effect and enzyme alone for no effect
BoNT-A LC inh2 = inhibitors of Botulinum neurotoxin A light chain protease. multiplex microsphere protease substrate cleavage, flow cytometry. inhibition, % at 10 µM. actives 0.17% (n = 360,000). AID 588499; in the data active = inhibition above about 30%; inconclusive = no clear call, values can overlap the other calls; also: plate controls were buffer without enzyme for full effect and enzyme alone for no effect
BioA inh = BioA (M. tuberculosis) enzyme inhibition | inhibition, % at 9.99 µM | actives 0.096% (n = 360,000) | purified M. tuberculosis BioA enzyme, plate reader; in the data active = inhibition above about 40%; inconclusive = no clear call, values can overlap the other calls
UGM FP inh = Mtb UDP-galactopyranose mutase inhibition. purified UGM, fluorescence polarization probe displacement. inhibition, % at 10 µM. actives 0.06% (n = 320,000); in the data active = inhibition above about 10%, passing the limit was not always enough; inconclusive = no clear call, values can overlap the other calls
Target sequence (P9WIQ1 whole entry, looked up): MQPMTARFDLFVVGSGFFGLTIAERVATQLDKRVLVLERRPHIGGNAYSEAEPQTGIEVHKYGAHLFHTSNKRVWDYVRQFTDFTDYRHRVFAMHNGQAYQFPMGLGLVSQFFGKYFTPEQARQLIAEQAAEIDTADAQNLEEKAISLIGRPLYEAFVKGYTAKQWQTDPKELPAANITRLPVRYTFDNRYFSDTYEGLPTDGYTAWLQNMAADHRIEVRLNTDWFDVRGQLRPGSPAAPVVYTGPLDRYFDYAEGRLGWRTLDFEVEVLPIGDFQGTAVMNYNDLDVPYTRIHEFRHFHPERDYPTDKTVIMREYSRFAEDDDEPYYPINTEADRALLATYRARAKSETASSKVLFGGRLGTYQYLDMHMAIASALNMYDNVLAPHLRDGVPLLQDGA
Active calls of the source: *; ? = inconclusive; . = no result given. Rule as the data show it, unless noted: active = inhibition above about 30%; inactive = the rest.

1) CC(C)(C)NC(=O)C(c1ccc(F)cc1)N(Cc1ccco1)C(=O)Cn1nnc(-c2cccs2)n1 (stereo not drawn)
2) CCOC(=O)C1=C(C)NC(=O)NC1c1ccc(OC(=O)c2ccco2)cc1 (stereo not drawn)
3) COc1ccc(CNC(=O)c2ccc(Cl)c(S(=O)(=O)N3CCOCC3)c2)cc1OC
4) Cc1cc(C)n(C(=O)c2ccc(C)c(S(=O)(=O)N3CCCCC3)c2)n1
5) CCCCCCCN1CCC(=O)N([C@H](CO)c2ccccc2)CC1
6) CCOC(=O)C1=C(C)Nc2ccccc2N=C1NC(=O)C1CCN(C(=O)c2ccccc2C)CC1
7) O=C(O)Cn1c2c(c3ccccc31)CSc1ccc(Cl)cc1-2
8) CCOc1cccc(OCCNC2CCCC2)c1
9) O=S(=O)(c1ccccc1)c1nc(-c2ccco2)oc1NCCCn1ccnc1
10) CCn1ncc(Br)c1C(=O)Nc1ccc(C(C)C)cc1
entry no. | 1 | 2 | 3 | 4 | 5 | 6 | 7 | 8 | 9 | 10
GDH-TPI counter | 2 | 8 | 10 | 12 | -5 | 5 | 17 | -2 | 17 | 13
Mtb FBA inh | -2 | -3 | -2 | -1 | 1 | 2 | 9 | 9 | 2 | 1
FadD28 binding | -1.1 | -1.3 | -1.2 | -1.5 | 0.8 | -3.1 | 1.0 | -2.2 | -0.3 | 6.5
PrPC TRFRET | 0 | -5 | . | 2 | 0 | 1 | 24 | 3 | -10 | -9
CCHF vOTU inh | -11 | -12 | . | 10 | 8 | -17 | 28 | -6 | 14 | -1
BoNT F protease | -2 | . | -7 | 0 | -3 | 5 | 12 | 5 | 7 | 2
BoNT-A LC inh2 | -1.4 | . | 0.3 | -1.8 | 0.0 | 0.0 | 0.5 | 0.3 | 0.0 | -5.5
BioA inh | 0.6 | -1.4 | -0.5 | -1.3 | 1.3 | -0.9 | -1.6 | . | 4.6 | 1.0
UGM FP inh | -1.6 | -0.7 | -1.5 | 1.3 | -1.2 | 0.1 | 0.9 | 0.4 | 1.4 | 3.7

Looked up by structure from the entries so far, five records:
8) CCOc1cccc(OCCNC2CCCC2)c1
10) CCn1ncc(Br)c1C(=O)Nc1ccc(C(C)C)cc1
1) CC(C)(C)NC(=O)C(c1ccc(F)cc1)N(Cc1ccco1)C(=O)Cn1nnc(-c2cccs2)n1 (stereo not drawn)
2) CCOC(=O)C1=C(C)NC(=O)NC1c1ccc(OC(=O)c2ccco2)cc1 (stereo not drawn)
4) Cc1cc(C)n(C(=O)c2ccc(C)c(S(=O)(=O)N3CCCCC3)c2)n1
entry no. | 8 | 10 | 1 | 2 | 4
GDH-TPI counter | -2 | 13 | 2 | 8 | 12
Mtb FBA inh | 9 | 1 | -2 | -3 | -1
FadD28 binding | -2.2 | 6.5 | -1.1 | -1.3 | -1.5
PrPC TRFRET | 3 | -9 | 0 | -5 | 2
CCHF vOTU inh | -6 | -1 | -11 | -12 | 10
BoNT F protease | 5 | 2 | -2 | . | 0
BoNT-A LC inh2 | 0.3 | -5.5 | -1.4 | . | -1.8
BioA inh | . | 1.0 | 0.6 | -1.4 | -1.3
UGM FP inh | 0.4 | 3.7 | -1.6 | -0.7 | 1.3

Carrying on.
11) COc1cc(SC)ccc1C(=O)NNC(=O)c1cc(C)oc1C
12) O=C(NN=Cc1cc(=O)[nH]c(=O)[nH]1)c1ccncc1
13) COc1ccc(S(=O)(=O)Nc2cccc3c2O[C@H](CN(C)C(=O)Nc2ccccc2)[C@@H](C)CN([C@H](C)CO)C3=O)cc1
14) CCCc1nc2ccccc2n1CCc1ccccc1
15) c1ccc(C2Nc3ccccc3-c3nc4ccccc4n32)cc1 (stereo not drawn)
16) CCCNC(=O)Cn1nc(C)n2c(cc3cc(F)ccc32)c1=O
17) COc1ccc(C2=NO[C@@H]3[C@@H]4C[C@@H]([C@H]5C(=O)N(C)C(=O)[C@@H]45)[C@H]23)c(OC)c1
18) COc1ccc(C(O)(c2ccccc2)C(C(=O)O)c2ccccc2)cc1 (stereo not drawn)
19) CCOC(=O)CSCC(=O)Nc1nnc(-c2cccc([N+](=O)[O-])c2)s1
20) O=C(NCc1ccc(F)cc1)c1cc(C2CCCN(C(=O)C3CCCCC3)C2)on1 (stereo not drawn)
entry no. | 11 | 12 | 13 | 14 | 15 | 16 | 17 | 18 | 19 | 20
GDH-TPI counter | 0 | 0 | 9 | -5 | 18 | -4 | 10 | -4 | 5 | 4
Mtb FBA inh | -1 | -1 | -2 | 0 | 139* | 2 | 7 | -4 | -1 | -3
FadD28 binding | -2.0 | -4.8 | -3.1 | -6.3 | -3.3 | -3.5 | -0.7 | -4.1 | -1.0 | -3.4
PrPC TRFRET | 0 | 0 | -14 | 2 | 0 | -4 | -1 | -1 | -17 | 13
CCHF vOTU inh | -10 | -3 | 2 | -18 | -200 | 4 | 2 | 2 | 11 | 0
BoNT F protease | -18 | 1 | 2 | -4 | -9 | 28 | 2 | 6 | -5 | -4
BoNT-A LC inh2 | -5.5 | -0.3 | -0.3 | -0.2 | -1.2 | -1.6 | 1.1 | -1.1 | 0.1 | -0.1
BioA inh | -0.9 | . | 0.0 | 4.4 | -0.1 | -0.3 | -2.9 | -0.9 | -0.4 | 0.3
UGM FP inh | 1.4 | . | . | -0.3 | 0.5 | 3.4 | -4.4 | . | -1.0 | .

21) CCCCn1nnnc1C(c1cccs1)N1CCC2(CC1)C(=O)NCN2c1ccccc1 (stereo not drawn)
22) CCOc1ccc(C)cc1S(=O)(=O)Nc1cccnc1
23) CCOC(=O)c1[nH]cnc1C(=O)NCc1ccccc1
24) Cc1cccc(NC(=O)CN(C)C(=O)Cc2ccc(-c3ccccc3)cc2)c1C
25) CCc1nnc(NS(=O)(=O)c2ccc(NC(=O)/C=C/c3ccc(F)cc3)cc2)s1
26) Cc1ccccc1-n1ncc2c(SCC(=O)NCc3cccs3)ncnc21
27) OCCCc1nc2ccccc2n1CCc1ccccc1
28) O=C(COc1ncnc2cc([N+](=O)[O-])ccc12)NCc1ccc2c(c1)OCO2
29) Cc1cc(C)n2nc(NCc3cccc(Br)c3)nc2n1
30) Cc1nn(Cc2ccccc2)c(C)c1CNC(=O)CN=C1NS(=O)(=O)c2ccccc21
entry no. | 21 | 22 | 23 | 24 | 25 | 26 | 27 | 28 | 29 | 30
GDH-TPI counter | . | 2 | 4 | 3 | 12 | 0 | -2 | 12 | 1 | 9
Mtb FBA inh | -4 | -1 | 4 | -1 | -3 | -2 | 0 | 5 | 58* | 3
FadD28 binding | -3.6 | -3.7 | -2.3 | -1.3 | -10 | -0.7 | -3.0 | -4.1 | -1.5 | -1.3
PrPC TRFRET | -5 | -11 | 3 | 14 | -1 | 8 | 5 | -26 | 9 | 5
CCHF vOTU inh | 12 | 11 | -7 | 2 | 3 | -10 | -2 | 6 | -12 | -1
BoNT F protease | 4 | -9 | 3 | 4 | 2 | -9 | 6 | -2 | -14 | 20
BoNT-A LC inh2 | 0.3 | 0.0 | -0.5 | -0.1 | -0.8 | -0.8 | 0.7 | -0.4 | -0.4 | 3.7
BioA inh | -2.9 | . | -0.4 | -0.6 | 4.8 | . | 0.9 | -0.4 | -12 | -2.3
UGM FP inh | . | -2.0 | 0.0 | . | 1.6 | -2.4 | -0.5 | 0.9 | -1.6 | .

31) COc1ccc(-n2cc(C(=O)c3ccccc3O)cn2)cc1
32) COc1ccccc1N1CCN(C(=O)c2sc3nc(-c4ccccc4)cn3c2C)CC1
33) Cn1ccc(-c2cc(C(=O)O)c3ccccc3n2)n1
34) O=C(CNC(=O)c1ccc(Br)o1)NCC(=O)OCc1ccccc1
35) COc1cccc(-c2nc3nc(C)cc(C)n3c2Nc2c(C)cccc2C)c1
36) NC(=O)COn1c(SCC(N)=O)nc2ccccc2c1=O
37) CN(C)Cc1c(O)ccc2c(=O)c(-c3ccccc3Cl)c(C(F)(F)F)oc12
38) O=C(NCC1CCCO1)/C(=C/c1cn(-c2ccccc2)nc1-c1cccnc1)NC(=O)c1ccccc1 (stereo not drawn)
39) CN(NC(=O)c1ccccc1F)c1ccc([N+](=O)[O-])cn1
40) Cc1ccc(S(=O)(=O)NCCC(=O)OCC(=O)N2CCCC2=O)cc1C
entry no. | 31 | 32 | 33 | 34 | 35 | 36 | 37 | 38 | 39 | 40
GDH-TPI counter | -5 | -8 | 2 | 5 | . | -7 | 36* | 3 | 24 | -4
Mtb FBA inh | -3 | -4 | 1 | 6 | . | 1 | 2 | 3 | -6 | 0
FadD28 binding | -7.6 | -4.2 | -2.5 | -1.8 | . | -3.8 | -2.5 | -0.8 | -0.4 | -2.1
PrPC TRFRET | 0 | 0 | -2 | 6 | 0 | -4 | 1 | -2 | -14 | -4
CCHF vOTU inh | 7 | -6 | 1 | 3 | 8 | -6 | -4 | -1 | 6 | -8
BoNT F protease | -3 | -2 | -7 | 17 | -18 | ? | . | -5 | 4 | 10
BoNT-A LC inh2 | 0.5 | 1.4 | -1.6 | 3.2 | -0.2 | 1.3 | . | -0.1 | -0.3 | 3.1
BioA inh | . | -0.1 | 0.5 | -0.7 | . | -0.5 | 0.1 | . | -0.6 | -0.3
UGM FP inh | -0.9 | -0.2 | -1.0 | 1.4 | . | -1.2 | -0.7 | -0.6 | 6.2 | 3.4

41) CSc1nnc(Cn2c(=O)sc3ccccc32)n1C
42) O=c1[nH]c2ccccc2n1C1CCN(Cc2ccc(-c3nc4ccc(F)cc4nc3-c3ccccc3)cc2)CC1
43) Cc1ccc(S(=O)(=O)NCc2ccccc2)cc1C(=O)NCC1CCCO1 (stereo not drawn)
44) CN(CC(=O)Nc1ccc(Cl)cc1)C(=O)c1cc(-c2cccs2)nn1-c1ccccc1
45) COc1ccc2nc(C)cc(SCC(=O)N/N=C/c3ccco3)c2c1
46) Cc1ccc([N+](=O)[O-])cc1S(=O)(=O)Nc1ccccn1
47) CN1N=C(C(=O)N2CCCC(Nc3ccc(F)c(F)c3)C2)CCC1=O (stereo not drawn)
48) CCCCCCSc1cc(-c2nc3cc(C)ccn3c2NC2CCCCC2)ccc1OC
49) Nc1nc(=O)n(C2CCCO2)cc1Br (stereo not drawn)
50) Cc1cc(C)c2c(=O)[nH]c(=O)n(Cc3ccccc3)c2n1
entry no. | 41 | 42 | 43 | 44 | 45 | 46 | 47 | 48 | 49 | 50
GDH-TPI counter | 10 | . | 3 | -12 | 1 | -5 | -3 | 9 | 0 | -7
Mtb FBA inh | 4 | . | -1 | 0 | 3 | 0 | -2 | 15 | 4 | 3
FadD28 binding | 0.1 | . | -3.3 | -4.5 | . | -5.0 | -3.3 | -4.8 | -0.3 | -2.1
PrPC TRFRET | 5 | -5 | -3 | 4 | 3 | . | 1 | 0 | -1 | 0
CCHF vOTU inh | 6 | -1 | -7 | -9 | 8 | . | 4 | 6 | 1 | 0
BoNT F protease | 0 | -11 | . | 0 | -9 | -4 | 6 | 3 | 2 | 2
BoNT-A LC inh2 | -0.6 | 0.7 | . | 1.8 | -3.3 | -0.4 | 0.5 | -0.4 | -0.2 | -0.4
BioA inh | -1.2 | . | . | -0.8 | . | . | 9.5 | -4.3 | -2.4 | .
UGM FP inh | -0.4 | . | 2.1 | -0.8 | 3.9 | -2.1 | -1.2 | -0.2 | . | 0.0
